# Bioassay records deposited in PubChem BioAssay by Broad Institute.
# Casp6 inh = caspase-6 (human) enzyme inhibition; P55212; purified caspase-6, Z-VEID-R110 cleavage fluorescence; inhibition, % at 12.5 µM; 350,000 compounds, 0.53% hits; AID 686996;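 active means mean inhibition across replicates at least about 35%, with every replicate also reaching that limit, limit read from the data; inconclusive means only one of the two criteria met; inactive means neither criterion met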;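 further: 0% = median of neutral control wells and 100% = no fluorescence left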
# Target sequence (P55212 24-179 limits assumed): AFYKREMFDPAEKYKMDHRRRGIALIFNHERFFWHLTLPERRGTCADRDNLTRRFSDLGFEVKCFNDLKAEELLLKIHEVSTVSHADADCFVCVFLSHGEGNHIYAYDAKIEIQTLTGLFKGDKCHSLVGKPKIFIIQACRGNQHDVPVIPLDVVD
# Target sequence (P55212 194-293 limits assumed): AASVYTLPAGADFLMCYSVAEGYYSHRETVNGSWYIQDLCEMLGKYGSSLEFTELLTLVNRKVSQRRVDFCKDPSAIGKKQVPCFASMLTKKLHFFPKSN
# ARNT TACC3 PPI = ARNT/TACC3 interaction disruption; inhibition, % at 9.99 µM; 390,000 compounds, 0.66% hits; AlphaScreen His-ARNT PAS-B/GST-TACC3 binding, luminescence; TACC3 fragment carries E629A point mutation; Q9Y6A5;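 active means mean inhibition of replicates at least 50% and at least half of replicates each reaching 50%; inconclusive means half or more replicates reach 50% but mean below 50%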;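 further: 0% = complete ARNT plus TACC3 wells and 100% = ARNT alone without TACC3; many hits fall short of the cut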
# DENV2 CPE = inhibitors of DENV2 cytopathic effect | DENV2-infected cells, cytopathic effect rescue, plate reader | CPE inhibition, % at 9.99 µM | 350,000 compounds, 1.7% hits | AID 651640; in the data active means CPE inhibition above about 20%, passing the limit was not always enough; inconclusive means no clear call, values can overlap the other calls; tested in BHK-21 cells;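 further: 0% = median of neutral control wells and 100% = median of positive control wells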
# LGR2 inh = Drosophila LGR2 receptor signaling inhibition | HEK293 LGR2, CRE-luciferase, bursicon-stimulated, 4 h | 380,000 compounds, 0.35% hits | AID 720647 | inhibition, % at 9.99 µM;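 active means drop in luminescence signal, shown as inhibition above about 50% in the replicate tests, limit read from the data, passing the limit was not always enough; inconclusive means probably only some replicates passing the limit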;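 further: agonist challenge used bursicon conditioned medium at about half maximal strength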
# PAX8 inh HTS = inhibitors of PAX8 transcriptional activity in RMG-I cells. RMG-I TPO-luciferase reporter, SteadyGlo, 24 h. inhibition, % at 12.6 µM. 360,000 compounds, 1.2% hits. AID 652154;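 active means mean replicate inhibition at least 60% with every replicate also reaching 60%; inconclusive means only one of the two criteria is met; inactive means mean below 60% and not all replicates reaching 60%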;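 further: luciferase light reporting Pax8 driven TPO promoter activity; plate controls were median of neutral control wells for no effect and mitoxantrone controls for full effect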
# SIRT5 block = inhibitors of human sirtuin-5 desuccinylase; 330,000 compounds, 1.1% hits; Purified SirT5, succinyl-peptide AMC, trypsin-coupled fluorescence; Q9NXA8; inhibition, % at 15 µM; AID 652115; in the data active means inhibition above about 15%; inconclusive means no clear call, values can overlap the other calls
# Target sequence (Q9NXA8 whole entry, looked up): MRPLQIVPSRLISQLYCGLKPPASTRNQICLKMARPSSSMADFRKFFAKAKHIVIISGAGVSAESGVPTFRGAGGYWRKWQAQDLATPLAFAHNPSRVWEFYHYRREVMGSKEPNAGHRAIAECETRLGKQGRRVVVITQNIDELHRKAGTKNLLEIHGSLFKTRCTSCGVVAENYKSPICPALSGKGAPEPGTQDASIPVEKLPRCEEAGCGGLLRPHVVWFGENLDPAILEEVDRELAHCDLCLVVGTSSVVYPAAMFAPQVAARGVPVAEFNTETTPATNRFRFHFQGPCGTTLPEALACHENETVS
# EWS-Fli inh = inhibitors of EWS/Fli oncoprotein transcriptional activity | A673 NR0B1-luciferase reporter, viability-normalised | inhibition, % at 12.6 µM | 350,000 compounds, 0.67% hits;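 active means mean inhibition of at least 50% after viability correction, with every replicate also passing that limit; inconclusive means mean reaches 50% but only one of two replicates passes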;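 further: firefly luciferase signal divided by Alamar Blue viability fluorescence both relative to DMSO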
# * = called active by the depositor; ? = inconclusive; . = not tested or not shown; & = joins results of further samples.
SMILES,Casp6 inh,ARNT TACC3 PPI,DENV2 CPE,LGR2 inh,PAX8 inh HTS,SIRT5 block,EWS-Fli inh
C[C@@H]1CN([C@H](C)CO)C(=O)Cc2cc(NC(=O)CCN3CCOCC3)ccc2O[C@H]1CN(C)C(=O)Nc1ccc2c(c1)OCO2,-1,46*,-2,-22,-32,4,-16
CC(C)(C)N(NC(=O)Nc1ccc(F)cc1)C(=O)c1ccccc1,.,-6,.,8,-9,.,.
NC(=O)CSc1nnc(SCc2ccc(F)cc2)s1,3,2,-10,-40,14,-6,-2
Cc1cc2oc(=O)cc(CN(C)Cc3cccc(F)c3)c2cc1C,-1,-3,-4,-36,-21,-3,-45
Cn1c(SCc2cccc(Br)c2)nnc1-c1ccccn1,-1,9,-2,-17,-20,2,3
COCc1cccc(-c2csc(C(N)c3ccc(F)c(F)c3)n2)c1 (stereo not given),-1,.,21*,12,0,.,12
COc1ccc(C2(C)NC(=O)N(CC(=O)Nc3ccc(C)cc3Br)C2=O)cc1OC (stereo not given),1,-3,2,-11,12,-1,12
CC(C)CC1NC(=O)c2cc3ccccc3cc2-n2c1nc1ccc(F)cc1c2=O (stereo not given),4,.,11,33,13,1,15
CC(C)=CCc1c(O)cc2c(c1O)C(=O)CC(c1ccccc1)O2 (stereo not given),-4,-5,-3,.,.,1,19
N#CCSc1nnc(-c2ccc(F)cc2)n1N,1,-3,5,-11,1,-3,-2
Cc1cc(C)c(C(=O)N2CCCC(N3CCN(c4ccc(F)cc4)CC3)C2)o1 (stereo not given),1,-16,-15,23,3,-1,.
COc1ccc(NCC(=O)N/N=C2\CCCC(C)C2)cc1 (stereo not given),1,-1,2,-4,7,-2,5
C[C@H](CO)N1C[C@H](C)[C@@H](CN(C)S(=O)(=O)c2ccc(F)cc2)Oc2c(NC(=O)c3ccc(-c4nccs4)cc3)cccc2C1=O,-3,-5,4,3,.,2,-5
CCOC(=O)c1sc2nc(C)nc(NCc3cccnc3)c2c1C,7,-4,.,-6,2,8,0
Cc1cc(C)cc(NC(=O)C2C3C=CC(O3)C2C(=O)O)c1 (stereo not given),4,-3,3,-8,-3,2,4
O=C(NCCc1ccccc1)C1CCCN(c2ncnc3c2nc2n3CCCCC2)C1 (stereo not given),-2,14,-6,-5,-8,4,0
C/C(=N/NC(=O)c1ccc(C(C)(C)C)cc1)c1ccccn1,1,65*,-2,-53,14,0,-14
CCC/C(=N/NC(=O)c1nnn(-c2nonc2N)c1CN1CCCCC1)c1ccccc1,1,.,1,5,4,.,-1
Cc1ccc(OCC(=O)N(Cc2ccccc2)C2CCS(=O)(=O)C2)c([N+](=O)[O-])n1 (stereo not given),-1,18,-2,0,3,0,-6
CCc1ccc(NC(=O)COc2cccc(-n3cnnn3)c2)cc1,4,-17,2,-16,-27,-2,-1
COc1ccc(-n2cnnc2SCC(=O)Nc2cccnc2Cl)cc1,1,-8,-1,8,-2,-4,1
O=C(C#Cc1ccccc1)Nc1cccc(F)c1,14,-9,-15,-81,15,-2,22
COc1cccc(-c2cc(CNC(=O)[C@@H](Cc3ccccc3)NC(=O)[C@H]3O[C@@H](n4cnc(C(N)=O)n4)[C@H](O)[C@@H]3O)no2)c1,-1,.,-3,-19,2,0,-16
COc1ccc(C(=O)NCC2OCCc3ccccc32)cc1OC (stereo not given),1,-14,2,-3,0,-1,2
CC(=O)ON=C1C=CC(=C(C#N)c2ccccc2)C=C1,2,.,?,18,71*,.,56*

# Some of the entries so far, with bars between the fields.
SMILES | Casp6 inh | ARNT TACC3 PPI | DENV2 CPE | LGR2 inh | PAX8 inh HTS | SIRT5 block | EWS-Fli inh
CCOC(=O)c1sc2nc(C)nc(NCc3cccnc3)c2c1C | 7 | -4 | . | -6 | 2 | 8 | 0
Cc1cc(C)cc(NC(=O)C2C3C=CC(O3)C2C(=O)O)c1 (stereo not given) | 4 | -3 | 3 | -8 | -3 | 2 | 4
O=C(NCCc1ccccc1)C1CCCN(c2ncnc3c2nc2n3CCCCC2)C1 (stereo not given) | -2 | 14 | -6 | -5 | -8 | 4 | 0
C/C(=N/NC(=O)c1ccc(C(C)(C)C)cc1)c1ccccn1 | 1 | 65* | -2 | -53 | 14 | 0 | -14
CCC/C(=N/NC(=O)c1nnn(-c2nonc2N)c1CN1CCCCC1)c1ccccc1 | 1 | . | 1 | 5 | 4 | . | -1
Cc1ccc(OCC(=O)N(Cc2ccccc2)C2CCS(=O)(=O)C2)c([N+](=O)[O-])n1 (stereo not given) | -1 | 18 | -2 | 0 | 3 | 0 | -6
CCc1ccc(NC(=O)COc2cccc(-n3cnnn3)c2)cc1 | 4 | -17 | 2 | -16 | -27 | -2 | -1
COc1ccc(-n2cnnc2SCC(=O)Nc2cccnc2Cl)cc1 | 1 | -8 | -1 | 8 | -2 | -4 | 1
O=C(C#Cc1ccccc1)Nc1cccc(F)c1 | 14 | -9 | -15 | -81 | 15 | -2 | 22
COc1cccc(-c2cc(CNC(=O)[C@@H](Cc3ccccc3)NC(=O)[C@H]3O[C@@H](n4cnc(C(N)=O)n4)[C@H](O)[C@@H]3O)no2)c1 | -1 | . | -3 | -19 | 2 | 0 | -16
COc1ccc(C(=O)NCC2OCCc3ccccc32)cc1OC (stereo not given) | 1 | -14 | 2 | -3 | 0 | -1 | 2
CC(=O)ON=C1C=CC(=C(C#N)c2ccccc2)C=C1 | 2 | . | ? | 18 | 71* | . | 56*

# The main list resumes, repeating the 2 entries before the break.
SMILES,Casp6 inh,ARNT TACC3 PPI,DENV2 CPE,LGR2 inh,PAX8 inh HTS,SIRT5 block,EWS-Fli inh
COc1ccc(C(=O)NCC2OCCc3ccccc32)cc1OC (stereo not given),1,-14,2,-3,0,-1,2
CC(=O)ON=C1C=CC(=C(C#N)c2ccccc2)C=C1,2,.,?,18,71*,.,56*
N#C[C@@H]1[C@@H](c2ccc(-c3ccc(F)cc3)cc2)[C@H](CO)N1C(=O)Cc1ccccc1,1,34,7,-5,24,2,-16
Cc1c(-n2c(=O)n(Cc3ccccc3)c(=O)c3[nH]cnc32)cccc1S(C)=O (stereo not given),1,1,-6,6,-16,-5,14
Cc1ccc(CN2C(=O)C(C)Nc3ncnc(N4CCOCC4)c32)cc1 (stereo not given),4,-6,-12,-4,20,.,13
CC(C)(C)[S@](=O)N1Cc2cc(C(=O)NCc3ccccn3)nc(-c3cccc(-c4ccccc4F)c3)c2[C@@H]1CCO,1,0,-3,22,2,14,18
CC=Cc1ccc2n(c1=O)C[C@@H]1[C@@H](CO)[C@H](C(=O)NCCOC)[C@H]2N1Cc1ccccc1OC (mixture of isomers),0,.,-12,25,7,9,-6
COCCn1c(C)cc(C2=NNC(=Nc3ccc(F)cc3)SC2)c1C,2,-4,-5,-35,.,5,-45
O=C(CSc1nnc(-c2ccccc2Cl)o1)N1CCCCC1,0,-4,2,-18,-127,-2,-111
O=C(c1cc2cc(F)ccc2[nH]1)N1CCc2ccccc21,3,-17,-2,-59,-135,-5,-85
COc1ccc2c3c([nH]c2c1)[C@@H](CO)N(C(=O)C1CCOCC1)CC31CN(Cc2cccc(F)c2)C1,2,.,-10,-15,.,8,9
CCNC(=O)C(=O)NCC1CCCN1S(=O)(=O)c1cccs1 (stereo not given),0,-1,1,4,-6,-7,0
Cc1ccc(C)c(S(=O)(=O)N2CCCCC2CCNC(=O)C(=O)NCc2ccccn2)c1 (stereo not given),0,-1,3,-8,5,-3,-9
COc1ccc2c(C)c(C(=O)N3CCN(Cc4ccccc4)CC3)oc2c1,5,0,3,-25,6,3,-3
COc1ccc(OC)c(NS(=O)(=O)c2c(C)nc3sccn3c2=O)c1,-3,-3,15,-8,9,.,-23
O=C(Nc1ccc2c(c1)OCCO2)c1coc2ccccc2c1=O,.,-4,.,14,1,.,.
O=C(C[C@@H]1CC[C@@H](NC(=O)C2CC2)[C@@H](CO)O1)Nc1nccs1,2,14,9,-5,-4,1,0
CN(C(=O)C1CCN(S(=O)(=O)c2cccs2)CC1)c1ccccc1,0,-2,12,0,12,1,-11
CC(Oc1cccc(Cl)c1)C(=O)NCc1ccc(S(N)(=O)=O)cc1 (stereo not given),0,1,0,3,-5,-3,-4
Cc1ccc(S(=O)(=O)NCC[C@@H]2CC[C@H](NC(=O)CCN3CCCCC3)[C@H](CO)O2)cc1,-1,-6,73*,5,-5,4,-3
CCCNC(=O)Nc1ccc2c(c1)OC[C@@H](C)N(CCC(F)(F)F)C[C@H](C)[C@@H](OC)CN(C)C2=O,.,-2,-3,8,7,7,-3
COc1cc(O)c(C=NN2C(=O)CSC2=S)c(OC)c1,7,.,-7,-6,-12,0,1
Cc1cc(C(=O)Cn2nc(C(=O)O)c3ccccc3c2=O)c(C)n1-c1cccc(C(F)(F)F)c1,1,-3,-2,-2,-1,-11,2
CCOC(=O)C1CCN(C(=O)C(=O)Nc2ccc3nc4n(c(=O)c3c2)CCCCC4)CC1,-1,-4,7,-12,1,3,-3
O=C(NNc1ccccc1[N+](=O)[O-])Nc1ccccc1,0,3,15,.,.,-2,0
Cc1ccccc1CN1N=C(/C=C/c2ccccc2)CCC1=O,7,8,-2,13,-9,5,15
COc1ccc(-c2cc(=Nc3ccc(C(=O)O)cc3)c3cc(C)ccc3o2)cc1,-3,2,7,53*,-26,3,7
SMILES,Casp6 inh,ARNT TACC3 PPI,DENV2 CPE,LGR2 inh,PAX8 inh HTS,SIRT5 block,EWS-Fli inh
COc1ccc(NC(=O)N(C)C[C@@H]2Oc3ncc(-c4cccc(C(F)(F)F)c4)cc3C(=O)N([C@H](C)CO)C[C@@H]2C)cc1,2,2,7,-5,.,3,7
CC(=O)N1c2c(cc(Br)cc2S(=O)(=O)N2CCCCC2)CC1C (stereo not given),4,-4,3,-7,-5,-6,5
CCC(=O)Nc1c(S(=O)(=O)c2ccccc2)c2nc3ccccc3nc2n1C(C)c1ccccc1 (stereo not given),.,.,.,1,-7,.,5
CC(C)NC(=O)Nc1ccc2c(c1)C(=O)N([C@H](C)CO)C[C@H](C)[C@@H](CN(C)C(=O)c1ccccc1)OCCCC[C@@H](C)O2,-1,-4,-3,5,-2,0,1
Cc1ncoc1C(=O)NCc1ccccc1Cl,5,-3,4,-28,.,-5,-1
C[C@@H]1CN([C@@H](C)CO)C(=O)CCCn2cc(nn2)CO[C@H]1CN(C)S(C)(=O)=O,-2&-3,-4,3&14,6,6&0,0&-11,0&-3
CCCc1c(-c2ccc(F)cc2F)ncn1Cc1ccccc1OC,-1,.,-11,33,21,.,24
C[C@@H]1CN([C@H](C)CO)C(=O)c2cc(NC(=O)NC3CCCCC3)ccc2O[C@@H]1CN(C)Cc1ccc(-c2ccccc2)cc1,0,10,-3,19,.,10,9
CSC1=NCCN1C(=O)Cc1ccc(-c2ccccc2)cc1,-2,-1,-4,-18,-27,-1,6
O=C(NCC1CC1)[C@H]1[C@H](CO)[C@H]2Cn3c(ccc(C4=CCCCC4)c3=O)[C@H]2N1Cc1ccccc1F,1,6,-2,14,.,-9,12
O=C(NCCCCCCNC(=O)c1cncc(O)c1)c1cncc(O)c1,-4,-2,1,-5,17,1,3
O=C(C[C@H]1CC[C@H](NC(=O)Nc2ccc(C(F)(F)F)cc2)[C@@H](CO)O1)NCc1cc(F)cc(F)c1,1,20,2,-22,35,2,3
N#Cc1c(C(F)(F)F)cc(=O)[nH]c1SCC(=O)O,-1,-6,4,0,-8,-3,-4
Cc1ccc(C(=O)N/C(=C/c2ccco2)C(=O)N2CCOCC2)cc1,0,-5,2,-2,14,.,-1
CCOc1ccc(NCc2cc3cc(OC)ccc3[nH]c2=O)cc1,2,17,?,17,0,0,8
O=C(N/N=C/c1ccc[nH]1)c1ccccc1O,60*,22,3,-6,24,1,-10
COc1ccc(C(=O)N2CCCC(C)(C(=O)NS(=O)(=O)C3CC3)C2)c(OC)c1 (stereo not given),-2,.,8,-3,9,-2,1
